Screens deposited in PubChem by several laboratories.
p97 ATPase inh – inhibitors of human p97 ATPase, primary screen, biochemical. Transitional endoplasmic reticulum ATPase (Homo sapiens), P55072. 220,000 compounds, 0.42% hits. inhibition, % at 8 µM. AID 1481, 2009. recombinant p97 ATPase, Kinase-Glo ATP luminescence, 3 h; in the data active = inhibition above about 15%;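 note: 0% = DMSO vehicle and 100% = wells lacking enzyme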
Target sequence (P55072 whole entry, looked up): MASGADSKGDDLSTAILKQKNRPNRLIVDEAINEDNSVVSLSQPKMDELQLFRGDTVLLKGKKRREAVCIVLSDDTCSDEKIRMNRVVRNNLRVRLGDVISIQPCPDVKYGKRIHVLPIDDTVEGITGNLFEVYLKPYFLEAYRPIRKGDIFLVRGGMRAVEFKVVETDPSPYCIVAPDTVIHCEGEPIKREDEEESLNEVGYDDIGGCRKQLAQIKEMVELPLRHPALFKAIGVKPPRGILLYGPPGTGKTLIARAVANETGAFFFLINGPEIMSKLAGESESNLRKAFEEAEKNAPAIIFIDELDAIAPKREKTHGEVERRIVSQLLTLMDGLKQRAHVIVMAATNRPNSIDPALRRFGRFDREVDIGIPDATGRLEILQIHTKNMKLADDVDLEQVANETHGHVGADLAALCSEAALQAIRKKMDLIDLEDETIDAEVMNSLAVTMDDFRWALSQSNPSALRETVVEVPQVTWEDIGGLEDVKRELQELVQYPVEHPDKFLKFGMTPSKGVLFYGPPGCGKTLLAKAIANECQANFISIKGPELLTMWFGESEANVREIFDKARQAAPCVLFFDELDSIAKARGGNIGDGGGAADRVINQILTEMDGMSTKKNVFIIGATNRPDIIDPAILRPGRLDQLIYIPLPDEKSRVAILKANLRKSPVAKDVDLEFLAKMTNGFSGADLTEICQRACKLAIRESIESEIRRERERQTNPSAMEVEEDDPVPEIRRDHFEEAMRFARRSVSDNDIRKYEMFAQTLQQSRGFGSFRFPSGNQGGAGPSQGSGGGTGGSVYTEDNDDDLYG
Runt-CBFb FRET – inhibitors of RUNX1 Runt–CBFb binding, primary screen, biochemical, FRET, Cerulean-Runt, Venus-CBFb, uHTS; Runt-related transcription factor 1 (Homo sapiens) + Core-binding factor subunit beta …; Cerulean-Runt/Venus-CBFb FRET ratio 530/480, 1 h; inhibition, % at 20 µM; 220,000 compounds, 0.46% hits; AID 1496, 2009;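 active = inhibition over about 50% at 20 µM in the single-dose screen, limit read from the data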;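 note: 0% = DMSO wells and 100% = excess unlabeled CBFb competitor control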
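Assay system: Cerulean-tagged RUNX1 Runt domain (FRET donor) fusion protein / Amount: 100 nM each of Venus-CBFb and Cerulean-Runt domain / Medium: Tris buffer pH 7.5 with salts and BSA / Also added: Venus-CBFb 100 nM / Schedule: 1 h complex formation plus 1 h compound treatment, room temperature / Signal: FRET fluorescence / Read-out: loss of energy transfer signal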
Runt-SMMHC FRET – inhibitors of RUNX1 Runt–CBFb-SMMHC binding, primary screen, biochemical, FRET, Cerulean-Runt, Venus-CBFb-SMMHC, uHTS; Runt-related transcription factor 1 (Homo sapiens) + Core-binding factor subunit beta …; Cerulean-Runt/Venus-CBFb-SMMHC FRET ratio 530/480, 1 h; inhibition, % at 20 µM; 220,000 compounds, 0.74% hits; AID 1434, 2008;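 active = mean inhibition across duplicate retests at 20 µM reaching about 50%, limit read from the data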;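 note: 0% = DMSO wells and 100% = wells with excess untagged CBFb-SMMHC; inhibitors lower the FRET ratio by blocking Runt binding to CBFb-SMMHC; some results filed as inactive read as strong as hits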
Furin inh – human furin inhibitors, primary screen, biochemical, fluorescence intensity | P09958 | purified furin, fluorogenic substrate cleavage | inhibition, % at 30 µM | 220,000 compounds, 0.061% hits; in the data active = inhibition above about 25%; note: inactives centre near -15
p47phox inh – p47phox/p22phox peptide binding inhibitors, primary screen, biochemical, uHTS, NADPH oxidase regulatory subunit | Neutrophil cytosol factor 1 (Homo sapiens), P14598 | fluorescence polarization, 2 h | inhibition, % at 24.7 µM | 220,000 compounds, 0.53% hits | AID 1274, 2008;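 active = inhibition above about 30%, limit read from the data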;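 note: 0% = p47phox with labelled peptide and 100% = labelled peptide alone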
Tb hexokinase – Trypanosoma brucei hexokinase 1 inhibitors, primary screen, biochemical, G6PDH-coupled NADH absorbance, MLSCN library | AID 1430, 2008 | 220,000 compounds, 0.11% hits | recombinant TbHK1, G6PDH-coupled NADH A340 | inhibition, % at 10 µM | hexokinase 1 [Trypanosoma brucei];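 active = inhibition of 50% or more in the single-dose primary screen; inactive = inhibition below 50%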
EBV gp42 block – Epstein-Barr virus gp42 inhibitors, primary screen, biochemical, uHTS, fluorescence polarization. Glycoprotein 42 (Epstein-Barr virus (strain AG876)), Q1HVG2. Fluorescence polarization binding assay, mP read-out. inhibition, % (tested at 21.74 µM). 220,000 compounds, 0.42% hits; in the data active = inhibition above about 50%
RBBP9 inhibitor – human RBBP9 inhibitors, primary screen, biochemical, fluorescence polarization, FP-Rh probe, HTS; Serine hydrolase RBBP9 (Homo sapiens), O75884; recombinant RBBP9; inhibition, % at 7.94 µM; 220,000 compounds, 0.2% hits; AID 1515, 2009;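 active = inhibition above the campaign mean of all tested compounds plus 3 SD, cut at about 14% in these data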;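 note: plate controls were DMSO wells with RBBP9 for no effect and wells lacking RBBP9 protein for full effect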
Target sequence (O75884 whole entry, looked up): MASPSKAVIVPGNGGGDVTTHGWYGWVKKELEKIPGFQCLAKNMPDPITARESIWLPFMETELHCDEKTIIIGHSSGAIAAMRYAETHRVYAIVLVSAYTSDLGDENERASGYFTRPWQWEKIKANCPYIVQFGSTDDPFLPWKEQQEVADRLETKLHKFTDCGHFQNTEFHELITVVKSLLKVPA
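Controls: DMSO-treated enzyme wells and wells lacking RBBP9 | Material: RBBP9 protein | Technique: Fluorescence polarization | Replication: Single well per compound, no replicates | Buffer or medium: Tris-NaCl-Pluronic buffer, pH 8.0 | Timing: 30 min compound preincubation, 45 min probe labeling, 25 °C | Read-out basis: Percent inhibition from mP, scaled between DMSO and no-protein wells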
m-calpain inh – inhibitors of pig calpain II, primary screen, biochemical, fluorogenic peptide substrate, 1536-well; purified calpain II, 30 min; inhibition, % at 16 µM; 220,000 compounds, 0.37% hits;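 active = inhibition above about 50%, limit read from the data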
Starred values were filed as active, the others as inactive; [ ] = another dose, or the depositor's remark.

`C(=N\n1cnnc1)/c1ccc(OCc2cccc3ccccc23)cc1` gave p97 ATPase inh -2, Runt-CBFb FRET -9, Runt-SMMHC FRET -1, Furin inh -21[20 µM], p47phox inh -26, Tb hexokinase -9, EBV gp42 block 3, RBBP9 inhibitor 4 and m-calpain inh -15.
For Cc1cc(C(=O)Nc2cccc(O)c2)c(C)o1 the results were p97 ATPase inh -6, Runt-CBFb FRET 3, Runt-SMMHC FRET -2, Furin inh -10[20 µM], p47phox inh -14, Tb hexokinase -5, EBV gp42 block 0, RBBP9 inhibitor -5 and m-calpain inh -10.
Cn1cnnc1SCC(=O)Nc1ccc(Cl)cn1 was read as p97 ATPase inh 2, Runt-CBFb FRET -1, Runt-SMMHC FRET -2, Furin inh -32, p47phox inh -8, Tb hexokinase 2, EBV gp42 block -6, RBBP9 inhibitor -5 and m-calpain inh -16.
`COc1ccc(N2C(=O)C3CCCN3C2c2ccc(F)cc2)cc1Cl` (stereo not given) gave p97 ATPase inh 3, Runt-CBFb FRET -2, Runt-SMMHC FRET 5, Furin inh -8[20 µM], p47phox inh -6, Tb hexokinase 0, EBV gp42 block -3, RBBP9 inhibitor 2 and m-calpain inh 22.
`O=Cc1ccccc1OCCOc1ccc([N+](=O)[O-])cc1` gave p97 ATPase inh 6, Runt-CBFb FRET 3, Runt-SMMHC FRET -1, Furin inh -29, p47phox inh -8, Tb hexokinase -10, EBV gp42 block -11, RBBP9 inhibitor -12 and m-calpain inh -17.
`COCCn1c(SCC(=O)NCc2ccc3c(c2)OCO3)nc2ccccc2c1=O` gave p97 ATPase inh 1, Runt-CBFb FRET 0, Runt-SMMHC FRET 3, Furin inh -16, p47phox inh 4, Tb hexokinase 3, EBV gp42 block -4, RBBP9 inhibitor -6 and m-calpain inh 27.
`CCCSc1nnc2n(N)c(=O)c3ccccc3n12` gave p97 ATPase inh -2, Runt-CBFb FRET -3, Runt-SMMHC FRET 2, Furin inh -14[20 µM], p47phox inh 1, Tb hexokinase -3, EBV gp42 block -11, RBBP9 inhibitor -7 and m-calpain inh -3.
CCSc1nnnn1-c1ccccc1 was read as p97 ATPase inh -3, Runt-CBFb FRET 1, Runt-SMMHC FRET -1, Furin inh -9[20 µM], p47phox inh -5, Tb hexokinase -2, EBV gp42 block -18, RBBP9 inhibitor -10 and m-calpain inh 22.
Screening CCCc1nc2ccc(NC(=O)NCCC(=O)OCC)cc2c(=O)n1Cc1cccc(Cl)c1 returned p97 ATPase inh 0, Runt-CBFb FRET -10, Runt-SMMHC FRET -50, Furin inh -16[20 µM], p47phox inh -5, Tb hexokinase -10, EBV gp42 block 7, RBBP9 inhibitor -5 and m-calpain inh 29.
`O=C(NCc1ccccc1)NC(O)C(Cl)(Cl)Cl` (stereo not given) gave p97 ATPase inh 2, Runt-CBFb FRET -1, Runt-SMMHC FRET 1, Furin inh -14, p47phox inh -5, Tb hexokinase 2, EBV gp42 block -22, RBBP9 inhibitor -9 and m-calpain inh -16.
COc1ccc(C2C(C(=O)c3cccs3)=C(O)C(=O)N2Cc2cccnc2)cc1OC (stereo not given) was read as p97 ATPase inh 5, Runt-CBFb FRET -1, Runt-SMMHC FRET -1, Furin inh -23, p47phox inh -6, Tb hexokinase -9, EBV gp42 block -16, RBBP9 inhibitor 4 and m-calpain inh -11.
`CC(C(=O)Nc1nccs1)c1ccc([N+](=O)[O-])cc1` (stereo not given) gave p97 ATPase inh 1, Runt-CBFb FRET -1, Runt-SMMHC FRET 0, Furin inh -14, p47phox inh -16, Tb hexokinase -2, EBV gp42 block -15, RBBP9 inhibitor 5 and m-calpain inh 10.
`CC1(C)CC(=O)C2=C(C1)N(c1ccccc1C#N)C(N)=C(C#N)C2c1cccs1` (stereo not given) gave p97 ATPase inh 5, Runt-CBFb FRET 0, Runt-SMMHC FRET -3, Furin inh -9[20 µM], p47phox inh -19, Tb hexokinase -20, EBV gp42 block 12, RBBP9 inhibitor 2 and m-calpain inh 4.
For N#Cc1ccccc1CN1C(=O)NC(Cc2c[nH]c3ccccc23)C1=O (stereo not given) the results were p97 ATPase inh 7, Runt-CBFb FRET 0, Runt-SMMHC FRET 2, Furin inh -24, p47phox inh 2, Tb hexokinase 2, EBV gp42 block -8, RBBP9 inhibitor 0 and m-calpain inh -15.
CCn1c(SCC(=O)Nc2cc(NC(C)=O)ccc2OC)nnc1-c1ccccn1 was read as p97 ATPase inh 0, Runt-CBFb FRET 0, Runt-SMMHC FRET 6, Furin inh -13[20 µM], p47phox inh 2, Tb hexokinase 7, EBV gp42 block -25, RBBP9 inhibitor -9 and m-calpain inh 7.
CSc1nnnn1-c1cccc(O)c1 was read as p97 ATPase inh 2, Runt-CBFb FRET 0, Runt-SMMHC FRET -3, Furin inh -20[20 µM], p47phox inh -6, Tb hexokinase 0, EBV gp42 block -3, RBBP9 inhibitor -3 and m-calpain inh -47.
COC(=O)c1cccc(N(C(=O)c2cnccn2)C(C(=O)NC2CCCCC2)c2cn(C)nc2C)c1 (stereo not given) was read as p97 ATPase inh -6, Runt-CBFb FRET 0, Runt-SMMHC FRET -8, Furin inh 13[20 µM], p47phox inh -1, Tb hexokinase 3, EBV gp42 block -8, RBBP9 inhibitor -5 and m-calpain inh -11.
`CSc1ccccc1NC(=O)c1onc(C)c1Cl` gave p97 ATPase inh -6, Runt-CBFb FRET 2, Runt-SMMHC FRET 2, Furin inh -8, p47phox inh 3, Tb hexokinase -3, EBV gp42 block -12, RBBP9 inhibitor -9 and m-calpain inh 10.
For CCOC(=O)N1CCN(C(=O)CSc2ccc(-c3ccccc3)nn2)CC1 the results were p97 ATPase inh -3, Runt-CBFb FRET 0, Runt-SMMHC FRET -2, Furin inh -19, p47phox inh 7, Tb hexokinase -3, EBV gp42 block 2, RBBP9 inhibitor -3 and m-calpain inh 3.
For Cc1nc2cc(-c3cccc(F)c3)nn2c(N2CCN(C(=O)c3ccco3)CC2)c1C the results were p97 ATPase inh 0, Runt-CBFb FRET -8, Runt-SMMHC FRET 2, Furin inh -18[20 µM], p47phox inh -6, Tb hexokinase -6, EBV gp42 block 1, RBBP9 inhibitor -5 and m-calpain inh -50.
For c1ccc(CNc2nc(NCc3ccco3)nc(N3CCOCC3)n2)cc1 the results were p97 ATPase inh 10, Runt-CBFb FRET 0, Runt-SMMHC FRET 3, Furin inh -17, p47phox inh -4, Tb hexokinase -4, EBV gp42 block -3, RBBP9 inhibitor -1 and m-calpain inh 0.
Screening CCOc1ccccc1NC(=O)CSc1nc2c(c(=O)n1C)SC(C)C2 (stereo not given) returned p97 ATPase inh -8, Runt-CBFb FRET -1, Runt-SMMHC FRET -2, Furin inh 5, p47phox inh -4, Tb hexokinase -6, EBV gp42 block -5, RBBP9 inhibitor -8 and m-calpain inh -22.
For O=C(CCNC(=O)Cn1ccc2ccccc2c1=O)NCc1ccc(F)cc1Cl the results were p97 ATPase inh 4, Runt-CBFb FRET -1, Runt-SMMHC FRET -2, Furin inh -18, p47phox inh -5, Tb hexokinase -6, EBV gp42 block -5, RBBP9 inhibitor 1 and m-calpain inh 7.
Screening O=C1CCCC(=O)C1CS(=O)(=O)c1ccccc1 returned p97 ATPase inh 2, Runt-CBFb FRET 0, Runt-SMMHC FRET -1, Furin inh -25, p47phox inh 2, Tb hexokinase 1, EBV gp42 block 6, RBBP9 inhibitor -6 and m-calpain inh 2.
Cc1ccc(-c2nc(-c3ccccn3)no2)cc1 was read as p97 ATPase inh -53, Runt-CBFb FRET 0, Runt-SMMHC FRET -4, Furin inh -16, p47phox inh -3, Tb hexokinase 10, EBV gp42 block -6, RBBP9 inhibitor -1 and m-calpain inh -9.
Screening CCCCNc1ccc(C(=O)Nc2cccc(C)n2)cc1[N+](=O)[O-] returned p97 ATPase inh 1, Runt-CBFb FRET -5, Runt-SMMHC FRET -4, Furin inh -17[20 µM], p47phox inh 3, Tb hexokinase 0, EBV gp42 block -24, RBBP9 inhibitor 1 and m-calpain inh -4.
Screening Cc1sc2c(c1C)C(=O)NC(c1cccc(O)c1)N2 (stereo not given) returned p97 ATPase inh 5, Runt-CBFb FRET 41, Runt-SMMHC FRET 4, Furin inh -19, p47phox inh -23, Tb hexokinase -5, EBV gp42 block -8, RBBP9 inhibitor 4 and m-calpain inh 9.
Screening COCCN1C(=O)c2ccccc2C(C(=O)N2CCN(c3ccccn3)CC2)C1c1ccc(F)cc1 (stereo not given) returned p97 ATPase inh -9, Runt-CBFb FRET -2, Runt-SMMHC FRET 4, Furin inh -2[20 µM], p47phox inh -12, Tb hexokinase -2, EBV gp42 block -7, RBBP9 inhibitor -4 and m-calpain inh -3.
CC1CN(c2ccc([N+](=O)[O-])cc2C(=O)N2CCOCC2)CC(C)N1 (stereo not given) was read as p97 ATPase inh 4, Runt-CBFb FRET 0, Runt-SMMHC FRET -8, Furin inh 1, p47phox inh -3, Tb hexokinase 13, EBV gp42 block -18, RBBP9 inhibitor -7 and m-calpain inh 1.

Already shown: an excerpt of the list.
Screening CCCCNc1ccc(C(=O)Nc2cccc(C)n2)cc1[N+](=O)[O-] returned p97 ATPase inh 1, Runt-CBFb FRET -5, Runt-SMMHC FRET -4, Furin inh -17[20 µM], p47phox inh 3, Tb hexokinase 0, EBV gp42 block -24, RBBP9 inhibitor 1 and m-calpain inh -4.
Screening Cc1sc2c(c1C)C(=O)NC(c1cccc(O)c1)N2 (stereo not given) returned p97 ATPase inh 5, Runt-CBFb FRET 41, Runt-SMMHC FRET 4, Furin inh -19, p47phox inh -23, Tb hexokinase -5, EBV gp42 block -8, RBBP9 inhibitor 4 and m-calpain inh 9.
Screening COCCN1C(=O)c2ccccc2C(C(=O)N2CCN(c3ccccn3)CC2)C1c1ccc(F)cc1 (stereo not given) returned p97 ATPase inh -9, Runt-CBFb FRET -2, Runt-SMMHC FRET 4, Furin inh -2[20 µM], p47phox inh -12, Tb hexokinase -2, EBV gp42 block -7, RBBP9 inhibitor -4 and m-calpain inh -3.
CC1CN(c2ccc([N+](=O)[O-])cc2C(=O)N2CCOCC2)CC(C)N1 (stereo not given) was read as p97 ATPase inh 4, Runt-CBFb FRET 0, Runt-SMMHC FRET -8, Furin inh 1, p47phox inh -3, Tb hexokinase 13, EBV gp42 block -18, RBBP9 inhibitor -7 and m-calpain inh 1.

No enrichment for hits; 2.7% or so of the library scored in one or more.
